Source: PubChem (National Center for Advancing Translational Sciences (NCATS))
AMA1 RON2 block = disrupts binding of P. falciparum AMA1 to RON2; AlphaScreen AMA1-biotinylated RON2 peptide binding; Potency, µM (titrated, usually from 58.2 µM), inactives show at the highest dose activity change, negative = inhibition, most hits filed as inhibitors; actives 0.2% (n = 360,000); AID 720542;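 note: potency is the fitted concentration of half-maximal effect; 0% = vehicle wells and -100% = peptide control; nearly all actives have a fitted effect of over 45% in size; some results filed as inactive show a strong effect at the top dose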
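AMA1 (3D7) with his tag at 25 nM final met compounds first, then biotinylated RON2 peptide at 25 nM; detection used donor plus acceptor beads, 10 µg/mL apiece, read by AlphaScreen after 30 min at room temperature.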
Pf growth 48h = P. falciparum growth inhibition at 48 hours (one generation); Potency, µM (titrated, usually from 28.7 µM), for the others: top-dose activity change, negative = inhibition, most hits filed as inhibitors; actives 5.9% (n = 310,000); P. falciparum luciferase growth in erythrocytes, 48 h; note: potency is the fitted concentration of half-maximal effect; % is set by controls: 0 for no effect and ±100 for the full control effect
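Cell-based growth assay: transgenic P. falciparum expressing firefly luciferase, cultured in red cells within RPMI 1640 containing 0.5% w/v Albumax, 24 mM bicarbonate and gentamycin. A drop in luciferase activity indicates inhibition.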
Pf growth 96h = inhibits malaria parasite growth, 96 h; P. falciparum luciferase reporter growth, 96 h; AID 504834; actives 6.9% (n = 320,000); Potency, µM (doses to about 28.7 µM), without a hit: at the highest dose activity change, negative = inhibition, actives largely listed as inhibitors; note: potency is the fitted concentration of half-maximal effect; % is set by controls: 0 for no effect and ±100 for the full control effect
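Two-generation exposure (96 h) targets delayed-death phenotype. Reporter parasites carrying integrated firefly luciferase, in red cells at 2% hematocrit and 0.05% parasitemia final, kept at 37 C, 5% CO2; luminescence loss indicates inhibition.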
Cycloheximide cs = affects cycloheximide protein synthesis inhibition readout, counter-screen | cell reporter, cycloheximide protein synthesis inhibition counterscreen | max response, % | actives 12% (n = 300,000) | AID 2314; in the data active = max response mostly above about 13%, no sharp cut-off; inactive = mostly below about 14%; note: read at 38.3 µM for the half of the compounds with a filed dose; 0% is about no effect
Shiga toxin inh = blocks Shiga toxin action in Vero cells; Vero cells, Shiga toxin protein synthesis inhibition reporter; inhibition, % at 38.7 µM; actives 9.2% (n = 290,000); AID 2315; in the data active = inhibition mostly above about 28%, no sharp cut-off; inactive = mostly below about 43%; note: 0% is about no effect
Tb PYK inh = inhibitors of Trypanosoma brucei pyruvate kinase; Potency, µM (titrated, usually from 76.8 µM), for the others: at the highest dose activity, negative = inhibition, usual class: inhibitors; TbPYK enzyme, Kinase-Glo Plus ATP luminescence, 45 min; actives 0.12% (n = 410,000); note: potency is the fitted concentration of half-maximal effect; % is set by controls: 0 for no effect and ±100 for the full control effect; nearly all actives have a fitted effect of over 50% in size
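Glycolytic pyruvate kinase of T. brucei was incubated with substrate, test compound and 130 uM ADP for 45 minutes at room temperature. Luminescent Kinase-Glo Plus signal was measured after 10 minutes.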
LmPK inhibitor = blocks Leishmania mexicana pyruvate kinase activity; Q27686; purified LmPK, Kinase-Glo ATP luminescence, 1 h; Potency, µM (top dose mostly 57.5 µM), for inactives: at the top dose activity change, negative = inhibition, actives largely listed as inhibitors; actives 0.37% (n = 290,000); AID 1721; note: potency is the fitted concentration of half-maximal effect; % is set by controls: 0 for no effect and ±100 for the full control effect
Target sequence (Q27686 whole entry, looked up): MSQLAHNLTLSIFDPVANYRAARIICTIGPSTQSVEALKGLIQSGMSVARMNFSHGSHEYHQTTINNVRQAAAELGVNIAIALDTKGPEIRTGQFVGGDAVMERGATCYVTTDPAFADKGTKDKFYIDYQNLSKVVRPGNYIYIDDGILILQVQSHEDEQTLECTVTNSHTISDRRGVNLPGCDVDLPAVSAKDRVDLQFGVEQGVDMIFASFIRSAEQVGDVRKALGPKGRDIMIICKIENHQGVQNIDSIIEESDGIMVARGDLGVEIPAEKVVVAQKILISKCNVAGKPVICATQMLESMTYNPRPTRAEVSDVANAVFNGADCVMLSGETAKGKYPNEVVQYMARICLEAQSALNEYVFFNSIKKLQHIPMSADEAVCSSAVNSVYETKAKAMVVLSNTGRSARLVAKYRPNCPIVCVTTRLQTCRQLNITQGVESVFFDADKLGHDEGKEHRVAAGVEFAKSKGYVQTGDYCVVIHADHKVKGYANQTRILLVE
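Purified LmPK (0.1 nM) converted ADP (0.1 mM) to ATP with PEP (0.5 mM) in imidazole buffer pH 7.2 with KCl and MgCl2, 1 h at room temperature. ATP was read by Kinase-Glo luminescence; data normalized to uninhibited and no-enzyme controls.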
The depositor's hits bear a star; u = inconclusive; x = no result given; & = joins results of further samples; [ ] = another dose, or the depositor's remark. Unless noted, calls come from the whole dose curve; as a rule, active = well fitted curve in the direction sought with a large enough effect; inconclusive = small, poorly fitted or top-dose-only effect, or another doubt; inactive = no such curve, though single readings can be large; an effect the other way counts as inactive or inconclusive.

Values run as follows: AMA1 RON2 block, Pf growth 48h, Pf growth 96h, Cycloheximide cs, Shiga toxin inh, Tb PYK inh, LmPK inhibitor
1	COc1cccc(CN2CCN(Cc3cccc4c3OCO4)CC2CCO)c1 (centres undefined)
  2%, 149%[activator], 0%, 19*, 47, -7%, -10%
2	CSC1=N/C(=C\c2c(F)cccc2Cl)C(=O)S1
  -1%, 4%, 9%, 1, -6, -5%, 2%
3	Cc1cccc(SC2CCN(C(=O)C3CCC(=O)N(C4CC4)C3)CC2)c1 (centres undefined)
  0%, 10%, u, 9, -6, 2%, 8%
4	Cc1ccc(CNC(=O)CN2C(=O)c3ccccc3S2(=O)=O)cc1
  4%, 3%, u, -2, -10, 0%, -3%
5	O=C(CN1CCOCC1)N/N=C/c1ccc(-c2cccc(Cl)c2Cl)o1
  10%, u, u, -2, 7, -7%, 0%
6	COc1ccc(S(=O)(=O)Nc2nc3n(n2)C(c2ccc(Cl)cc2)CC(=O)N3)cc1 (centres undefined)
  5%, 8%, u, -1, -26, -5%, 2%
7	COc1ccc(-c2c(-c3ccc(O)cc3O)n[nH]c2C(F)(F)F)cc1
  54%[activator], u, -3%, -3, -12, -3%, 1%
8	O=C(COC(=O)C1CC(=O)N(Cc2ccccc2)C1)c1ccc(F)cc1 (centres undefined)
  -20%, 0%, 17%, -3, 22, 2%, 13%
9	c1cnc2ccc3ncccc3c2c1
  18%, -27%, -11%, 14, 35, 10%, 5%
10	CC(=O)Nc1cccc(Oc2cc(C#N)c(C#N)cc2N2CCCCCC2)c1
  -12%, u, 3%, 5, 4, -1%, 0%
11	CC(C)[C@H](NC(=O)C1CCN(S(=O)(=O)c2ccccc2)CC1)C(=O)NCc1ccccc1
  0%, -15%, u, 1, -9, 15%, 5%
12	CCCCn1cnc2c(=S)nc(N)[nH]c21
  70%[activator], u, u, 2, -7, -28%, -7%
13	Clc1cc(NCc2ccccc2)ncn1
  4%, -2%, 76%[activator], x, x, 2%, x
14	CCc1ccc(N2CCN(CCNC(=O)Nc3ccccc3)CC2)cc1
  -6%, 6%, u, -2, 2, 0%, -3%
15	CCOc1cc(/C=C/C(=O)c2ccc(OC)c(CN3CCOCC3)c2)cc(Br)c1O
  -12%, 13µM*, 9.3µM*, -6, 1, 0%, 0%
16	COC(=O)c1ccc(C2CC(=O)Nc3cc(OC)c(OC)c(OC)c32)cc1 (centres undefined)
  2%, -12%, -30%, -1, -10, -4%, 4%
17	O=C(c1ccc(Cl)cc1)C1CCCN(Cc2cccc3cnccc23)C1 (centres undefined)
  -1%, u, u, -3, -6, -1%, 12%
18	CN(C)CC(C)(C)CNC(=O)c1cc(Br)cc(Br)c1O
  -3%, 18%, 33%[activator], -4, 26, -1%, -1%
19	CCc1nnc(NC(=O)C=C(C)C)s1
  -4%, 163%[activator], u, 32*, 39*, 0%, 2%
20	CCOC(=O)N1CCN(C(=O)CSc2cc(C)nc3c(-c4ccccc4OC)c(C)nn23)CC1
  23%, 4.7µM*, 11%, -2, -1, 6%, 2%
21	O=CC1=C(N2CCOCC2)/C(=C/c2ccc(Cl)cc2)CC1
  15%, 18%, 4%, -2, -6, 6%, 0%
22	CCC(=O)NC(=S)Nc1ccc(NC(=O)CC)cc1
  -2%, 0%, 107%[activator], 10, 15, -10%, -4%
23	COc1cc(/C=N/NC(=O)c2ccc(N)cc2)ccc1OC(=O)c1cccc(C)c1
  -23%, u, -13%, 12, -10, -2%, -2%
24	O=C(NCc1ccc(F)cc1)c1cccc(S(=O)(=O)N2CCCC2)c1
  -5%, -10%, u, -2, -9, 1%, 5%
25	CN(C)S(=O)(=O)c1ccc(C(=O)Nc2cccc(C(=O)N3CCOCC3)c2)cc1
  -7%, 0%, 63%[activator], 9, 7, -6%, 2%
26	Cc1ccc(CN2CCN(/N=C/c3cc(Br)cc(Br)c3O)CC2)c(C)c1
  6%, 10%, -18%, -1, 13, 3%, -2%
27	CCCS(=O)(=O)N1CCN(CCN2C(=O)c3cccc4cccc(c34)C2=O)CC1
  -13%, -1%, 25%, -3, -10, 5%, -1%
28	O=C(CSc1ncn[nH]1)N1c2ccccc2Sc2ccccc21
  3%, 27%, -5%, 6, -5, -3%, 3%
29	Cc1ccsc1C(=O)C1CCCN(Cc2cnc(N3CCOCC3)s2)C1 (centres undefined)
  -12%, -29%, 26%, 1, -7, 2%, 5%
30	O=C(Nc1ccc(O)c(-c2nc3ccccc3s2)c1)c1cc(=O)c2ccccc2o1
  -6%, u, u, -1, 12, 6%, -4%
31	O=C(O)c1ccccc1C(=O)NCCc1c(C(=O)O)[nH]c2ccc(Cl)cc12
  -2%, 3%, 20%, 7, 31, 3%, -1%
32	COc1ccccc1NC(=O)C(C)OC(=O)/C(=C/c1ccccc1)NC(C)=O (centres undefined)
  28%, 14%, 2%, x, x, 0%, x
33	CC(=O)Nc1ccc(NS(C)(=O)=O)cc1
  0%, x, 4.7µM*, -6, -10, -2%, 2%
34	C#CCOCCOCCOCCNc1nc(N2CCN(C(=O)Cn3cc(CCCCN)nn3)CC2)nc(N2CCN(C(=O)[C@H](C(C)C)n3cc(CCO)nn3)CC2)n1
  -4%, 12%, 0%, -5, -14, -4%, 0%
35	COc1ccc(C(=O)NC(=S)NC(C)(C)C)cc1Br
  40%[activator], u, 5.2µM*, 21*, 71*, -7%, -8%
36	Cc1cc(Br)ccc1NC(=O)C1CCCO1 (centres undefined)
  5%, 1%, 115%[activator], -2, 17, -5%, -7%
37	Cc1ccccc1/C=N/Nc1ccc(Cl)nn1
  9%, 6%, 3%, 11, 30, 1%, -4%
38	COC(=O)CN(c1ccc(Cl)cc1C)S(C)(=O)=O
  4%, 46%[activator], -13%, -1, -11, 2%, 9%
39	CN=CC1=C(O)C(C(=O)OC)C(C)(C)CC1=O (centres undefined)
  5%, 25%, -7%, -4, -10, 7%, -2%
40	CC1CCCC/C1=N\Nc1ccc(S(N)(=O)=O)cc1[N+](=O)[O-] (centres undefined)
  -2%, 20%, 32%[activator], 2, 25, 5%, 1%

Two entries drawn at random from those above, as already listed:
Values run as follows: AMA1 RON2 block, Pf growth 48h, Pf growth 96h, Cycloheximide cs, Shiga toxin inh, Tb PYK inh, LmPK inhibitor
34	C#CCOCCOCCOCCNc1nc(N2CCN(C(=O)Cn3cc(CCCCN)nn3)CC2)nc(N2CCN(C(=O)[C@H](C(C)C)n3cc(CCO)nn3)CC2)n1
  -4%, 12%, 0%, -5, -14, -4%, 0%
30	O=C(Nc1ccc(O)c(-c2nc3ccccc3s2)c1)c1cc(=O)c2ccccc2o1
  -6%, u, u, -1, 12, 6%, -4%

Additional records.
Values run as follows: AMA1 RON2 block, Pf growth 48h, Pf growth 96h, Cycloheximide cs, Shiga toxin inh, Tb PYK inh, LmPK inhibitor
41	CC(C)n1cc(C(N)=S)c(=O)n(Cc2ccccc2)c1=O
  -5%, 0%, 0%, 1, 1, 4%, -1%
42	CC1=NN(/C(=N\c2nnc(C)s2)Nc2ccccc2)[C@H](c2ccc(C)cc2)S1
  5%, 8.3µM*, u, -1, 11, 0%, 5%
43	c1ccc2sc(C3CCNCC3)nc2c1
  -5%, 1%, 4%, -2, -11, -4%, -1%
44	CN(Cc1ccc(F)cc1)C(=O)C(Cc1ccccc1)NC(=O)c1ccccc1 (centres undefined)
  5%, u, 13%, x, x, 1%, x
45	Cc1ccccc1C(=O)Oc1cccc2c(O)cccc12
  -2%, u, u, 9, 12, -11%, 6%
46	Cc1ccc(NC(=O)c2cc(-c3ccc4c(c3)OCO4)on2)cc1
  4%, 39%[activator], 21%, 8, 23, 9%&0%, -7%
47	CCN(C(=O)c1c(-c2ccccc2)noc1C)c1ccccc1
  -4%, -11%, x, -2, -3, 4%, -3%
48	CCN1C(=O)S/C(=C/c2ccc(Oc3ccc([N+](=O)[O-])cn3)c(OC)c2)C1=O
  -4%, u, u, 2, 30, 1%, 0%
49	CCCOC(=O)c1cc(NC(=O)/C=C/c2ccccc2)ccc1O
  x, u, 10µM*, 17*, 74*, x, 15%
50	Cc1ccc(NS(=O)(=O)c2cccc(C(=O)NCC(c3ccc(F)cc3)N3CCOCC3)c2)cc1 (centres undefined)
  0%, u, u, x, x, 1%, x
51	O=C(c1cc(-c2ccccc2O)on1)N1CCc2ccccc2C1
  11%, x, 28%, 25*, 51, 6%, 8%
52	COc1ccc(S(=O)(=O)N(CCCN2CCOCC2)Cc2cccc3ccccc23)cc1
  u, x, u, 2, -4, 6%, 10%
53	CC(NC(=O)c1ccc(Cl)c(Cl)c1)c1ccc(-c2ccccc2)cc1 (centres undefined)
  -6%, 8%, 12%, -6, -3, -3%, 5%
54	CCOc1ccc(CCNC(=O)CS(=O)Cc2nc(-c3ccccc3Cl)oc2C)cc1OCC (centres undefined)
  -5%, -13%, -14%, -2, -1, -5%, 3%
55	CCN1C(=O)[C@H]2[C@@H](c3ccc(-c4ccc(F)cc4)cc3)N[C@@](CC(C)C)(C(=O)OC)[C@H]2C1=O
  31%[activator], 10µM*, 5.2µM*, x, x, 2%, x
56	CCCNC(=O)c1cc(-c2ccccc2)c(N2CCCCC2)s1
  -2%, u, 345%[activator], 10, -4, 6%, 1%
57	C=CCn1cccc(C(=O)Nc2ccc(Cl)cc2)c1=O
  -4%, 88%[activator], 111%[activator], 36*, 64*, 2%, -4%
58	CC1CN(S(=O)(=O)c2cccc(C(=O)Nc3ccc(S(=O)(=O)Nc4ncccn4)cc3)c2)CC(C)O1 (centres undefined)
  -2%, u, -4%, -2, -10, -1%, 0%
59	C/C(=N\N(C)c1ccccc1)c1c(O)[nH]c(=O)[nH]c1=O
  -2%, 2%, 52%[activator], 9, 9, -9%, 3%
60	O=S(=O)(N1CCCCC1)N1CCCN(S(=O)(=O)N2CCCCC2)CC1
  24%, 24%, -8%, -3, -11, -5%, -15%
61	COc1ccc(-c2csc(NC(=O)c3c(C)noc3C)n2)cc1F
  -1%, 35%[activator], u, x, x, -7%, x
62	COc1cccc(C(=O)Cn2c(=O)n(CC3CCCO3)c(=O)c3ccccc32)c1 (centres undefined)
  -2%, x, 12µM*, 1, 9, 2%, 7%
63	COc1ccc(-c2cc(C(F)(F)F)n3ncc(C(=O)Nc4c(C)n(C)n(-c5ccccc5)c4=O)c3n2)cc1
  x, 3%, 50%[activator], -1, -17, x, 4%
64	COC(=O)C1=C(c2ccc(C(C)=O)cc2)C[C@@H]2CC[C@H]1N2C(=O)N1CCCCC1
  19%, u, -13%, x, x, 5%, x
65	CCn1c(O)c(C=Nc2ccc(N3CCOCC3)cc2)c(=O)n(CC)c1=S
  21%, 0%, 95%[activator], -2, -15, 0%, 3%
66	COc1ccc(C(=O)/C=C/Nc2ccc(S(=O)(=O)Nc3nc(C)cc(C)n3)cc2)cc1OC
  -18%, 20%, u, 16*, -4, -21%, 2%
67	O=C(Nc1ccc(F)cc1)c1cccc2c1C(=O)N(Cc1ccccn1)C2
  6%, u, -9%, 1, 13, 4%, 3%
68	Cc1cc(F)ccc1NC(=O)Nc1ccc2c(c1)OCO2
  13%, 32%[activator], -12%, 12*, 11, -12%, -3%
